# Bioassay records (PubChem BioAssay)
# TSG101-PTAP inh – blocks PTAP/TSG101 interaction to inhibit HIV-1 budding; 340,000 tested, under 10 active; Fluorescence polarization, FITC-PTAP peptide / Tsg101 binding; Potency, µM (doses to about 115 µM), for inactives: at the highest dose activity change, negative = inhibition, actives largely listed as inhibitors; Q99816; active means well fitted inhibition curve with a large enough effect in the main read-out, with a control signal flat, not every such curve was filed as active; inconclusive means small, poorly fitted or top-dose-only effect, or effect the other way, or a change in a side signal; inactive means no such curve, though single readings can be large or run the other way; further: potency means the concentration at half of the fitted maximal effect; % of control where 0% means no effect
# Target sequence (Q99816 whole entry, looked up): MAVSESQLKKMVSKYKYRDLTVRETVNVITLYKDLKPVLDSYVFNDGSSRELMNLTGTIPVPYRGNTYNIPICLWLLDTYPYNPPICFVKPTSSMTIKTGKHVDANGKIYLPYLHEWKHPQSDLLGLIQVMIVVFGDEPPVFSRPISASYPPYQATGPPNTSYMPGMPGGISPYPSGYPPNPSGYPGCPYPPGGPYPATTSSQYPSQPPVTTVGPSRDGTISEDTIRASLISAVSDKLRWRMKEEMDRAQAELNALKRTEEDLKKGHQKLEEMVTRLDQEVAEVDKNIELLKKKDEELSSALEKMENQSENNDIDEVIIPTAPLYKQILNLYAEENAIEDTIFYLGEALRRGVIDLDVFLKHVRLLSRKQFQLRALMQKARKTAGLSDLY
#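 Fluorescence anisotropy tracks displacement of a FITC-tagged PTAP peptide (50 nM) from the Tsg101 binding domain (10 uM), following a 20 min room-temperature incubation at pH 7.5.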
# Chronic BCR inh – inhibitors of chronic active B-cell receptor signaling | ABC-DLBCL IkBa-CBG/CBR reporter, luminescence ratio, 4 h | Potency, µM (series often up to 46.1 µM), for inactives: at the top dose ratio change, negative = lower green/red ratio, actives largely listed as inhibitors | 340,000 compounds, 0.05% hits | AID 493014; active means well fitted inhibition curve with a large enough effect in the signal ratio, with a control signal flat, not every such curve was filed as active; inconclusive means small, poorly fitted or top-dose-only effect, or effect the other way, or a change in a side signal; the % refers to the signal ratio;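 further: potency means the concentration at half of the fitted maximal effect; plate controls were basal doxycycline-induced cells for no effect and cells given 10 µM MG132 for full effect; MG132 reads +100%, hits lower the ratio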
#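 Doxycycline induced both beetle luciferases in TMD8 lymphoma cells; IKK-driven degradation limits the IkappaBalpha-fused green signal, while red luminescence normalises for cell number and nonspecific effects. Compounds tested up to 46 uM, 4 hrs.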
# ASM inhibitor – blocks human secretory acid sphingomyelinase; 340,000 compounds, 0.006% hits; placental ASM, HMU-PC fluorogenic substrate, 60 min; Potency, µM (series often up to 57.5 µM), for the others: at the top dose activity change, negative = inhibition, most hits filed as inhibitors; AID 504937; P17405; further: potency means the concentration at half of the fitted maximal effect
#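 Human placenta-derived ASM preincubated with compound 10 min at room temperature, then reacted with 9 uM (final) fluorogenic HMU-PC substrate for 60 min at 37 C. Stop solution raises pH to 10; fluorescence read at Ex 386/Em 447 nm.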
# Integrin act MD – integrin-mediated muscular dystrophy alleviation activation; alpha7betagal myoblasts, beta-gal FDG fluorescence, 48 h; Potency, µM (doses to about 38.3 µM), for the others: at the top dose activation, most hits filed as activators; 350,000 compounds, 0.064% hits;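 further: potency means the concentration at half of the fitted maximal effect; 100% = response of the positive control SU9516; nearly all actives have a fitted effect of over 60% in size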
#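 alpha7betagal+/- myoblasts (passage 13, 250/well) treated 48 h at 37C with compounds at 1:260 dilution of DMSO stock. Lysed, then beta-galactosidase activity read as FDG fluorescence (ex 480/em 540) after 30 min, with pre-read for autofluorescence.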
# Menin MLL FP TR – menin-MLL binding inhibition, Texas Red mutant peptide; Menin + Texas Red MLL mutant peptide, fluorescence polarization; Potency, µM (titrated, usually from 61.6 µM), for the others: top-dose FP activity change, negative = inhibition, usual class: inhibitors; AID 1768; O00255; 270,000 compounds, 0.23% hits; active means well fitted inhibition curve with a large enough effect in the polarisation, with a control signal flat, not every such curve was filed as active; inconclusive means small, poorly fitted or top-dose-only effect, or effect the other way, or a change in a side signal; inactive means no such curve, though single readings can be large or run the other way; the % refers to the polarisation; further: potency means the concentration at half of the fitted maximal effect; % of control where 0% means no effect; many of its hits are not listed in these tables
# Target sequence (O00255 whole entry, looked up): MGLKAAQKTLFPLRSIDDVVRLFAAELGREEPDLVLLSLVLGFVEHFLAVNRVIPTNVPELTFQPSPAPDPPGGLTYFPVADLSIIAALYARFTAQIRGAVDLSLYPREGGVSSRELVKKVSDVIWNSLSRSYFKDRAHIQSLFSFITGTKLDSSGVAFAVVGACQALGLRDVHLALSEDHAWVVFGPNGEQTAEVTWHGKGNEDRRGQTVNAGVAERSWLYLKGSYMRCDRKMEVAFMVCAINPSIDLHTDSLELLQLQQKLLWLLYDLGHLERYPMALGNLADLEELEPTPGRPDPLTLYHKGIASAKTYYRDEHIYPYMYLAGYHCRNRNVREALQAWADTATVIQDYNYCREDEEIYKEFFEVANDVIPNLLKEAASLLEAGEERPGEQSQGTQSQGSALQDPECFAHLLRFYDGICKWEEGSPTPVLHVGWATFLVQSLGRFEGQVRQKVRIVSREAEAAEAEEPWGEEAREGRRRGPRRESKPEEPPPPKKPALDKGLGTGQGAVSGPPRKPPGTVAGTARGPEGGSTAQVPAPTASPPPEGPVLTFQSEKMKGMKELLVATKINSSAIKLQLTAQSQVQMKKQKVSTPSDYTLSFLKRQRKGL
# FBPA coupling cs – inhibits coupling enzyme system, counter-screen for aldolase hits | coupling enzyme system counterscreen, AmpLite Red fluorescence | activity change, negative = inhibition, % at 58.2 µM, hits read low | 290,000 compounds, 0.67% hits; in the data active means activity change below about -30%; further: on the % scale 0 is the no-effect control and ±100 the full control effect
#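 Counterscreen lacking aldolase: glyceraldehyde-3-phosphate coupling-enzyme reagent preincubated 10 min at RT with compound (at 57.5 uM final), then substrate/coupling system with AmpLite Red added; fluorescence read at 525/598 nm after 20 min RT.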
# Giardia kill – Giardia lamblia killing; AID 540267; Giardia lamblia trophozoite viability; activity change, % at 7.66 µM, hits read low; 340,000 compounds, 0.15% hits; in the data active means activity change below about -80%; inconclusive means between about -30% and that limit;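 further: parasites exposed to compound for two days anaerobically before the ATP read; on the % scale 0 is the no-effect control and ±100 the full control effect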
#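 Luminescent ATP signal served as the viability read-out, measured 15-30 min after adding ATP detection reagent to trophozoites that had been incubated with compounds for 48 hrs at 37 deg C anaerobically at 100 cells/well.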
# Tb PFK block – T. brucei PFK enzyme inhibition; Potency, µM (doses to about 57.5 µM), for the others: at the highest dose activity, negative = inhibition, hits mostly inhibitors; 330,000 compounds, 0.17% hits; T. brucei PFK, ADP-Glo luminescence; AID 485367; O15648;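 further: potency means the concentration at half of the fitted maximal effect; 0% = uninhibited 1x PFK enzyme wells and -100% = no-enzyme wells; nearly all actives have a fitted effect of over 60% in size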
#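 PFK 1.25 nM, F6P 0.5 mM, ATP 0.1 mM, 0.1 M TEA pH 8.0, 5 mM MgCl2, 0.01% Tween20, 0.1% BSA; 45 min RT. ADP-Glo readout. qHTS titration up to 57 uM; curves fitted, compounds curve-classed.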
# GALK inhibitor – galactokinase (human) inhibition; Potency, µM (doses to about 57.5 µM), without a hit: at the top dose activity change, negative = inhibition, hits mostly inhibitors; AID 1868; P51570; 270,000 compounds, 0.007% hits; Purified GALK, Kinase-Glo residual ATP luminescence; further: potency means the concentration at half of the fitted maximal effect; on the % scale 0 is the no-effect control and ±100 the full control effect
#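 The enzyme phosphorylates galactose (100 uM) using ATP (35 uM); inhibition is detected as higher residual ATP, quantified by bioluminescence after 1 h reaction at room temperature, pH 8.0.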
# PKM2 act – activators of human pyruvate kinase M2; purified PKM2, Kinase-Glo ATP luminescence, activation; response scale: 0% is enzyme alone, no compound; Potency, µM (highest dose often 57.5 µM), without a hit: at the top dose activation, hits mostly activators; 260,000 compounds, 0.34% hits; AID 1631; further: potency means the concentration at half of the fitted maximal effect; on the % scale 0 is the no-effect control and ±100 the full control effect; nearly all actives have a fitted effect of over 55% in size
#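 Purified hPK-M2 (>95% pure) converted ADP (0.1 mM final) to ATP with 0.5 mM PEP in 50 mM imidazole pH7.2, KCl, MgCl2, Tween 20, BSA; 1 h at room temperature. ATP detected by Kinase-Glo luminescence.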
# B2AR arrestin – beta2AR (human) beta-arrestin recruitment activity; P07550; beta-arrestin recruitment to beta2AR, cell-based reporter; Potency, µM (highest dose often 46.1 µM), without a hit: at the top dose activation, most hits filed as activators; 330,000 compounds, 0.02% hits; AID 492947;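 further: potency means the concentration at half of the fitted maximal effect; 0% = DMSO controls and full agonism = EC100 isoproterenol or metaproterenol; nearly all actives have a fitted effect of over 65% in size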
# * hit, by the source's call; ? = inconclusive; . = no result given; & = joins results of further samples; [ ] = dose if it differs, or a comment. Unless noted, the call rests on the fitted dose curve; in most records, active means well fitted curve in the direction sought with a large enough effect; inconclusive means small, poorly fitted or top-dose-only effect, or another doubt; inactive means no such curve, though single readings can be large; an effect the other way counts as inactive or inconclusive. Some of the compounds tested (hit frequency here may not be typical).
SMILES,TSG101-PTAP inh,Chronic BCR inh,ASM inhibitor,Integrin act MD,Menin MLL FP TR,FBPA coupling cs,Giardia kill,Tb PFK block,GALK inhibitor,PKM2 act,B2AR arrestin
CCn1cc(CN2CCC(n3nccc3NC(=O)c3ccc(OC)cc3)CC2)cn1,-5.0%,1.6%,1.9%,16.4%,-8.6%,-0.2,8.6,-4.5%,3.5%,.,0.1%
C/C(=N\NC(=O)COc1ccccc1)c1ccc(O)cc1,-0.7%,1.6%,0.8%,7.0%,3.9%,0.8,10.7,-10.6%,4.5%,-15.2%,-0.6%
CCOC(=O)C(=O)c1c(-c2ccccc2)nc2ccccn12,-3.4%,15.4%,-5.4%,23.7%,-1.4%,-6.0,33.7[activator],5.9%,0.2%,-10.9%,0.2%
C1CCc2nnc(C3CC3)n2CC1,-0.7%,1.7%,6.6%,33.3%,-7.3%,-3.8,4.4,4.2%,-0.3%,0.4%,0.2%
CCN1CCN(C(=O)c2cc(S(=O)(=O)N3CCCCC3)ccc2Cl)CC1,.,-0.8%,4.3%,1.0%,.,.,-3.4,-1.6%,-0.8%,-5.8%,0.2%
COc1cccc(N2CC(C(=O)OC(C)C(=O)c3ccccc3)CC2=O)c1 (centres undefined),-3.9%,-12.5%,2.3%,4.1%,-7.8%,1.1,6.1,16.5%,0.9%,-12.1%,0.1%
COc1cccc(/C=C/c2ccncc2)c1OC,-1.2%,-7.2%,0.8%,-33.0%,-25.1%,0.4,9.0,0.7%,1.1%,3.0%,0.1%
COc1ccc(-n2nc3c(N4CCC(C(=O)NCCc5ccco5)CC4)nnc(C)c3c2C)cc1,-0.8%,-8.4%,0.3%,-20.7%,-17.9%,1.4,-5.2,2.2%,2.5%,.,-0.2%
CC(C)CNc1oc(-c2ccccc2Cl)nc1C#N,-1.4%,15.2%,-0.6%,-4.9%,11.8%,-1.5,-28.5,-5.6%,-3.8%,7.8%,-0.5%
COc1cc(OC)cc(-c2oc(=O)c3cc(OC)c(OC)cc3c2C(F)(F)F)c1,-3.4%,1.3%,-4.1%,17.7%,.,.,-0.7,7.1%,.,.,-0.9%
CC(C)NC(=O)CN1C(=O)c2ccccc2S1(=O)=O,-1.1%,1.5%,-2.3%,15.1%,-1.9%,2.7,-3.8,-6.2%,8.5%,-4.5%,0.0%
Cc1cccc(C(=O)OC(C)C(=O)NC2CCCc3ccccc32)c1O (centres undefined),-0.7%,-14.6%,-2.1%,2.1%,.,.,-4.3,-6.2%,.,.,0.1%
Cn1c(COc2nnc(-c3ccc(Cl)cc3)c3ccccc23)nc2ccccc21,0.7%,1.0%,1.3%,-15.7%,?,2.6,-6.9,3.7%,-0.9%,-0.3%,0.5%
CCN(CC)CCCNC(=S)N1CCN(c2nc3ccccc3n2CC)CC1,-1.5%,9.5%,3.0%,-53.3%[inhibitor],11.7%,3.0,3.1,-1.4%,-0.2%,-16.1%,0.0%
CCC(C)(C)n1nnnc1C(c1ccc(C)cc1)N1CCSCC1 (centres undefined),0.3%,-0.3%,0.0%,8.9%,?,14.4,?,-10.8%,2.7%,1.4%,0.5%
COc1ccc(C(C(=O)NC2CCCC2)N(C(=O)c2snc(C(N)=O)c2N)c2ccccc2OC)cc1OC (centres undefined),-8.0%,-2.3%,.,-2.5%,.,0.9,-3.1,0.2%,-0.4%,.,0.4%
CCOC(=O)N1CCN(C(=O)c2cc(COc3ccc(OC)cc3Cl)on2)CC1,-1.6%,?,-3.5%,-39.0%,-1.6%,-0.1,-13.0,11.9%,-8.9%,5.9%,0.2%
O=[N+]([O-])c1ccc2[nH]ncc2c1,-0.5%,?,-0.8%,?,9.3%,1.7,4.1,-16.7%,3.9%,-5.7%,-0.1%
Cc1cc(C)c2nc(N(CCN(C)C)C(=O)c3ccc4ccccc4c3)sc2c1,-6.6%,-2.8%,-9.2%,?,1.1%,0.7,3.0,3.6%,0.0%,-1.5%,0.2%
CC1(C)Cc2c(ccc3ccccc23)C2=C(C(=O)N3CCCC3)C(=O)C(=O)N21,0.7%,-6.8%,-2.7%,-56.8%[inhibitor],-15.1%,-44.7*,-16.6,-1.1%,-0.5%,-1.2%,-0.1%
CC1CCN(C(=O)COC(=O)c2cc(=O)[nH]c3ccccc23)CC1,2.2%,-2.9%,24.4%,-10.5%,.,.,-2.2,12.9%,.,.,-0.1%
CCCCCSc1nc2c(c(=O)[nH]c(=O)n2C)n1C(C)C,-1.0%,?,-12.6%,21.6%,-7.8%,2.8,-2.0,-4.0%,-2.2%,0.0%,-0.7%
COc1ccc(F)cc1S(=O)(=O)NCC1CCCO1 (centres undefined),-0.3%,0.7%,3.4%,13.4%,17.6%,-0.5,6.5,-0.3%,-2.8%,-7.2%,-0.9%
CN(CCOc1ccccc1)C(=O)c1ccc2c(c1)OCO2,-2.0%,2.2%,1.4%,-4.8%,.,.,3.5,-0.8%,.,.,-0.1%
CCOC(=O)Cn1nc(C)c(NC(=O)COc2ccccc2)c1C,1.4%,5.7%&4.2%,0.0%,?,-12.0%,3.6,8.2,1.7%,-0.8%,-4.4%,-0.5%
SMILES,TSG101-PTAP inh,Chronic BCR inh,ASM inhibitor,Integrin act MD,Menin MLL FP TR,FBPA coupling cs,Giardia kill,Tb PFK block,GALK inhibitor,PKM2 act,B2AR arrestin
C/C(N)=C(/C#N)C(=O)CSc1nc(C2CCCCC2)n(-c2ccccc2)n1,-1.4%&-5.9%,-3.3%,-2.2%&-1.6%,0.0%&14.1%,6.6%,7.5,3.3&10.4,-2.1%,1.9%,6.0%,-0.1%
O=C(c1ccccc1)c1cccn1CC(=O)N1CCN(c2ccccc2)CC1,-3.2%,-0.2%,-2.8%,-16.6%,0.5%,3.6,-18.6,1.2%,-2.5%,-3.1%,-0.4%
CCOC(=O)/C(=N\Nc1ccccc1Cl)N(C)C1CCCCC1,0.4%,1.5%,-1.8%,0.0%,-21.3%,0.3,-5.7,-5.2%,-0.8%,-5.7%,-0.1%
O=C(CN1CCCC(O)C1)N1c2ccccc2Sc2ccc(C(F)(F)F)cc21 (centres undefined),0.0%,5.5%,-3.4%,-24.0%,-12.3%,-11.8,12.1,0.9%,-1.7%,-0.7%,-0.1%
CCOC(=O)C1=C(c2ccccc2)N=c2s/c(=C\c3ccc(O)cc3)c(=O)n2C1c1cccs1 (centres undefined),?,?,-18.9%,-63.2%[inhibitor],35.5µM*,-1.6,1.8,-3.8%,-0.6%,-1.5%,-0.6%
Cc1ccc(CNC(=O)C(OC(=O)c2cccs2)C(C)C)cc1 (centres undefined),0.0%,11.4%,0.7%,-3.1%,-10.9%,-1.0,-3.4,-0.7%,19.6%,-1.3%,0.4%
CCc1ccc(NC(=O)N(CCOC)C2CCN(C(C)=O)CC2)cc1,-7.4%,-25.2%,2.9%,2.2%,.,0.2,-6.6,-0.9%,-0.8%,0.5%,0.2%
COc1ccc(NC(=O)CSc2nnc(CNC(=O)c3ccco3)n2-c2ccccc2OC)cc1,-3.5%,?,-1.4%,0.0%,.,5.3,-10.0,0.6%,-0.8%,11.5%,-0.6%
Brc1ccc(CSc2nccn2-c2ccccc2)cc1,-3.2%,26.6%,-1.5%,29.4%,.,-0.5,0.7,-1.1%,2.5%,-0.2%,0.5%
O=S(=O)(NCCCN1CCOCC1)c1ccc(Cl)cc1,-4.6%,-0.4%,1.6%,-16.7%,1.5%,0.4,-25.3,1.2%,-2.2%,0.1%,0.4%
CCOC(=O)C1=C(CS(=O)(=O)c2ccccc2)NC(=O)NC1c1ccccc1OCC (centres undefined),0.2%,1.4%,1.3%,-8.7%,1.9%,-7.9,9.4,0.0%,1.4%,-3.2%,-0.2%
Nc1c(C(=O)NCc2ccco2)nnn1Cc1ccccc1,6.4%,.,-1.3%,-8.0%,-15.6%,0.3,-0.9,.,4.2%,6.7%,.
CCN(CC)c1ccc(NC(=O)COc2ccc(-n3cnnn3)cc2)cc1,-1.4%,0.4%,0.3%,-8.7%,.,.,-11.4,-5.0%,.,.,3.7%
CCOC(=O)N1CCC2(CC1)C(C#N)=C(N)OC1=C2C(=O)CC(C)(C)C1,0.3%,-3.8%,3.8%,19.0%,?,-1.8,7.0,3.0%,-2.1%,-4.2%,0.0%
O=C(O)C1(c2ccccc2)CCN(S(=O)(=O)c2ccc(Cl)s2)CC1,-0.1%,-5.6%,4.3%,18.3%,.,-0.6,-21.4,-9.1%,4.8%,1.9%,-0.2%
